TAAR1 antag: human TAAR1 antagonists, primary screen, Fluo-8 calcium fluorescence, CHO RD-HGA16 cells | 360,000 compounds, 1.5% hits | antagonist | AID 624466, 2012 | inhibition, % at 3 µM | Trace amine-associated receptor 1 (Homo sapiens), Q96RJ0;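 active = inhibition above a per-plate cutoff, the mean inhibition of test compounds on that plate plus 3 SD, cut at about 49% in these data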;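 note: 0% = DMSO plus EC80 beta-PEA response and 100% = DMSO alone without agonist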
Target sequence (Q96RJ0 whole entry, looked up): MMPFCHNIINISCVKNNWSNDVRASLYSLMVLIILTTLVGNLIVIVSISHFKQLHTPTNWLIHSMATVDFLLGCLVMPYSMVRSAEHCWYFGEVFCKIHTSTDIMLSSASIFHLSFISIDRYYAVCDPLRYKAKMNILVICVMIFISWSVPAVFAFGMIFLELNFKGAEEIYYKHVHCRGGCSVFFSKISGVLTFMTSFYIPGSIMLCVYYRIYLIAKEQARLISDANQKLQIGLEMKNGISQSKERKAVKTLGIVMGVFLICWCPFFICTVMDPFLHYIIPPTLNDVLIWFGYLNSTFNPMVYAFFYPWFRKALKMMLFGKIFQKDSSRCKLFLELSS
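Test system: CHO RD-HGA16 cells bearing hTAAR1 | Reagent: β-PEA, EC80 | Compound dosing: 3 µM, single point | Schedule: Dye loading 75 min at 37 °C, then 30 min room temperature | Signal: Calcium fluorescence with Fluo-8 | Evaluation: Percent inhibition of PEA-evoked calcium signal, max/basal emission ratio | Control set: DMSO-only wells and EC80 β-PEA-stimulated wells | Repeats: Singlicate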
CHRM1 antagonist: human M1 muscarinic receptor antagonists, primary screen, CHO-K1 cells, Fluo-8 calcium fluorescence, 1536-well | Muscarinic acetylcholine receptor M1 (Homo sapiens), P11229 | CHO-K1 hM1, ACh EC80 antagonist | inhibition, % at 3 µM | 360,000 compounds, 1.3% hits | AID 588852, 2011;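 active = percent inhibition above its own plate's cutoff, namely the mean of that plate's compound wells plus 3 SD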;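 note: peak over basal fluorescence ratio during 140 s after agonist addition; 0% = ACh EC80 plus DMSO and 100% = DMSO alone without agonist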
Target sequence (P11229 whole entry, looked up): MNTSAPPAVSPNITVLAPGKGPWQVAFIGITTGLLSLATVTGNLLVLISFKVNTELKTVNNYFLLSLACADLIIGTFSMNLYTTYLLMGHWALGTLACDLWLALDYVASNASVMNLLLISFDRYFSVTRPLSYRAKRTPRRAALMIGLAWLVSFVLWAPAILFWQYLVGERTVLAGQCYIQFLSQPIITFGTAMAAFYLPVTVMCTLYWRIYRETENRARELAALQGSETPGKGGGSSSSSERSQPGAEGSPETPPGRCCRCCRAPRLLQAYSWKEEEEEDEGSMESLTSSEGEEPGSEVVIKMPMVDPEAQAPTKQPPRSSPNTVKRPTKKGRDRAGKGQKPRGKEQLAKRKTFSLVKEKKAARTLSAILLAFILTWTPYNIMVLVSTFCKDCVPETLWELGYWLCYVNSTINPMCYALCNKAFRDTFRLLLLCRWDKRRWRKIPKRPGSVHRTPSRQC
M1 ag: human M1 muscarinic receptor agonists, primary screen, Fluo-8 calcium fluorescence, CHO-K1 cells, HTS | CHO-K1 hM1, agonist mode; 0% DMSO, 100% acetylcholine EC100 | activation, % at 3 µM | 360,000 compounds, 0.33% hits | AID 588814, 2011;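 active = activation above the run's mean compound activation plus 3 SD, cut at about 16% in these data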;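 note: peak over basal fluorescence ratio within a 140 s kinetic read after compound addition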
OXTR agonist: human OXTR agonists, primary screen, fluorescence, CHO-OTR cells, Fluo-8 calcium; Fluo-8 calcium fluorescence; normalized: DMSO 0%, oxytocin 100%; activation, % at 3 µM; 320,000 compounds, 0.32% hits; AID 2435, 2010;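 active = activation above the mean of all tested compounds plus 3 SD, cutoff set per screening run, cut at about 20% in these data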;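 note: peak over basal fluorescence ratio from a 100 s FLIPR kinetic read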
OXTR potentiator: human OXTR potentiators, primary screen, fluorescence, CHO-OTR cells, Fluo-8 calcium | Fluo-8 calcium fluorescence, potentiator mode; 0% = oxytocin EC15, 100% = EC100 | activation, % at 3 µM | 320,000 compounds, 0.061% hits | AID 2445, 2010;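 active = activation above that plate's cutoff, the mean activation of tested compounds plus 3 SD, cut at about 6.6% in these data, passing the limit was not always enough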;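 note: 100% uses oxytocin at 75 nM as the full agonist control; some results filed as inactive read as strong as hits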
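Replication – single well per compound, singlicate · Assay system – CHO cell line stably expressing human OTR · Timing – 6 min pre-incubation, 100 s read · Measure – normalized max/min fluorescence ratio, % activation · Doses – 3.0 µM, one dose · Detection – Fluo-8 calcium dye fluorescence · Probe or stimulus – oxytocin near EC15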
V1R ag counter: agonists of human V1a receptor, primary screen, counter-screen for OXTR agonist project, fluorescence, CHO-V1R cells; activation, % at 3 µM; Vasopressin V1a receptor (Homo sapiens), P37288; 320,000 compounds, 0.25% hits; Fluo-8 calcium fluorescence, agonist mode; 0% DMSO, 100% 3 nM vasopressin;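 active = activation above the mean activation of all tested compounds plus 3 SD, per screening run, cut at about 20% in these data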;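 note: signal is peak over basal fluorescence ratio across a 100 second FLIPR read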
CHO parental Ca: ATP-evoked calcium signal inhibitors, parental CHO, primary screen, counter-screen for OX1R antagonist project, cell-based, fluorescence, Fluo-8 calcium dye; parental CHO-K1, ATP-induced calcium, Fluo-8 fluorescence; inhibition, % at 5.6 µM; 330,000 compounds, 0.63% hits; AID 463079, 2010;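 active = inhibition above that plate's mean sample inhibition plus 3 SD, cut at about 26% in these data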;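 note: 0% = ATP-challenged DMSO wells and 100% = DMSO wells without ATP; some compounds past the cut are filed as inactive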
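material = parental CHO cells | also added = ATP as calcium-mobilizing challenge | dosing = single point at 5.6 µM | detection = intracellular calcium via Fluo-8 no-wash fluorescent dye | read-out = % inhibition | benchmarks = low control ATP plus DMSO, high control DMSO only | repeats = one well per compound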
M1 PAM: human M1 muscarinic receptor positive allosteric modulators, primary screen, CHO-K1 cells, Fluo-8 calcium fluorescence, 1536-well; activation, % at 3 µM; 360,000 compounds, 0.088% hits; CHO-K1 hM1, ACh EC20; 0% = ACh EC20, 100% = maximal ACh; AID 588819, 2011; Muscarinic acetylcholine receptor M1 (Homo sapiens), P11229; in the data active = activation above about 19%, passing the limit was not always enough
TAAR1 ag: human TAAR1 agonists, primary screen, Fluo-8 calcium fluorescence, CHO RD-HGA16 cells; vehicle wells 0%, saturating PEA agonist 100%; Trace amine-associated receptor 1 (Homo sapiens), Q96RJ0; activation, % at 3 µM; 360,000 compounds, 0.99% hits; AID 624467, 2012;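 active = activation above the mean activation of all test compounds in the run plus 3 SD, cut at about 38% in these data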
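test system = CHO RD-HGA16 cells carrying human TAAR1 plus Gα16 | schedule = 17-24 h seeding, 75 min 37 °C dye, 30 min RT | compound dosing = 3 µM single concentration | control set = DMSO and PEA EC100 | replicates = n 1 | signal = Fluo-8 fluorescence, 5 s baseline then 140 s kinetic read | measure = percent activation vs PEA EC100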
Starred values were filed as active, the others as inactive; x = no result given. Outcome played no part in choosing rows, and some 3.7% of all compounds hit somewhere here.

SMILES	TAAR1 antag	CHRM1 antagonist	M1 ag	OXTR agonist	OXTR potentiator	V1R ag counter	CHO parental Ca	M1 PAM	TAAR1 ag
C[C@@H]1CN([C@H](C)CO)C(=O)c2c(c3ccccc3n2C)-c2ccccc2CO[C@@H]1CN(C)Cc1ccc(O)cc1	-1	-10	-3	x	x	x	x	6	4
CC(C)(C)c1ccc(C(=O)N2CCN(C(=O)C3CCCCC3)CC2)cc1	-11	-1	-5	-0.6	-2	3.9	-15	-1	-1
O=C(Nc1cccc(S(=O)(=O)NC2=NCCC2)c1)c1cn(-c2ccccc2)nc1-c1ccc(F)cc1	33	17	-5	1.7	-6	1.1	2	1	8
O=C(NC1CCOCC1)C1CCC(=O)N(CCc2cccc(F)c2)C1 (configuration not stated)	-11	-5	1	-0.2	-8	-0.4	-11	5	2
OC(c1cccc(Cl)c1)c1nc(-c2cccc3cccnc23)cs1 (configuration not stated)	-8	-22	-1	x	x	x	x	13	-1
COc1cc(C)c(S(=O)(=O)NCc2cccnc2)cc1C	-23	8	-2	0.3	-12	1.2	2	-1	5
Cc1ccccc1-c1cc2nc(NCc3ccc4occc4c3)n(C)c(=O)c2s1	-19	2	-2	x	x	x	x	-3	3
COCc1ccc(C(=O)NC(C)c2cnn(-c3ccccc3C)c2C)o1 (configuration not stated)	-3	-8	0	2.1	-1	0.5	-18	4	1
Cc1ccc(-c2nc(N3CCOCC3)sc2C(=O)N2CCOCC2)cc1	-5	0	3	-1.4	1	0.2	-5	4	1
CCOc1cc(CNCc2cccs2)cc(Br)c1OCC	21	-9	-4	-0.3	-28	-0.4	-3	8	8
CCN(CC)C(=O)c1ccccc1NS(=O)(=O)c1ccc(OC)c(C(=O)N2CCOCC2)c1	-3	-3	-4	0.4	-6	0.8	10	3	0
Cc1cc(O)c(-c2cc(C(=O)Nc3ccc(S(=O)(=O)N4CCOCC4)cc3)[nH]n2)cc1C	23	0	-3	3.0	-2	1.7	-4	6	16
CC1CCCC(NC(=O)CSc2n[nH]c(N)n2)C1C (configuration not stated)	-9	-16	-2	1.6	0	0.4	-10	9	2
COc1ccc(NC(=O)C2Cc3c(-c4ccccc4Oc4ccccc4)ccnc3O2)cc1 (configuration not stated)	35	-6	-5	x	x	x	x	-3	1
O=C(COC(=O)c1ccc(Cl)nc1)Nc1ccc(S(=O)(=O)N2CCCC2)cc1	-1	-6	-10	1.0	-10	4.0	1	-3	12
CC(=O)Oc1ccc(C(=O)Nn2cnnc2)cc1	4	-32	0	0.2	-1	0.0	1	11	8
Cc1cc(C(F)(F)F)nn1Cc1ccc(C(=O)NCc2ccco2)o1	-24	4	-2	0.2	0	1.6	13	2	5
CCOc1ccccc1-c1cc(C(=O)Nc2ccc(C(=O)O)cc2)c2ccccc2n1	8	9	-4	0.3	-4	0.7	-10	-4	2
COc1ccc(S(=O)(=O)Nc2ccc(C)cn2)cc1	-5	-5	0	0.1	4	0.6	13	3	-1
COC(=O)c1ccccc1NC(=O)COC(=O)c1ccccc1N=Nc1ccc(N(C)C)cc1	-8	11	-6	-1.2	-3	-1.0	-20	0	6
Cc1ccc(-n2ncc3c(N4CCN(c5ccccc5)CC4)ncnc32)c(C)c1	62*	24*	3	4.7	-7	4.2	-2	-17	12
COc1cccc(NC(=O)C2C3CCC4C(CCC32)C4(Cl)Cl)c1 (configuration not stated)	12	-1	-9	0.6	-14	0.9	-13	-4	1
Cc1c(CCO)c(=O)n2c([nH]c3ccccc32)c1C#N	-4	-6	-2	0.3	-7	0.7	-4	1	5
O=c1c2ccccc2c(-c2ccccc2)nn1Cc1ccc(Cl)cc1	-4	-2	-3	-0.1	2	0.0	-14	3	7
CC(C)N(C)C1CCN(C(=O)Nc2ccc(Cl)cc2)CC1	14	2	-7	0.5	-8	0.1	-9	1	3

The final three compounds of the section before lead into the next.
SMILES	TAAR1 antag	CHRM1 antagonist	M1 ag	OXTR agonist	OXTR potentiator	V1R ag counter	CHO parental Ca	M1 PAM	TAAR1 ag
Cc1c(CCO)c(=O)n2c([nH]c3ccccc32)c1C#N	-4	-6	-2	0.3	-7	0.7	-4	1	5
O=c1c2ccccc2c(-c2ccccc2)nn1Cc1ccc(Cl)cc1	-4	-2	-3	-0.1	2	0.0	-14	3	7
CC(C)N(C)C1CCN(C(=O)Nc2ccc(Cl)cc2)CC1	14	2	-7	0.5	-8	0.1	-9	1	3
Cc1ccc(-c2ccc(=O)[nH]n2)cc1	8	-17	-5	-0.4	-5	-0.5	-5	11	-2
COC(=O)[C@]12C(=O)C(C)=C(O)[C@@]1(C)C(C)=CC1[C@@]34CC[C@@H](OC(C)=O)C(C)(C)C3C(C[C@]12C)OC4=O (some centres not stated)	-6	-19	0	1.2	-2	0.0	-14	12	1
CSc1ccccc1C(=O)Nc1ncn[nH]1	-14	-14	-1	1.6	6	0.3	-3	9	1
COc1ccc(C(C(=O)NC(C)(C)C)N(C(=O)CCC(=O)Nc2cc(C)on2)c2cc(C)cc(C)c2)cc1 (configuration not stated)	-6	-3	-4	-2.0	-8	0.3	-25	2	2
CCOC(=O)Cc1csc(NC(=O)c2ccc3ncsc3c2)n1	4	-3	1	3.5	-10	5.2	-15	3	10
O=C(CSc1nnc(-c2cccnc2)n1Cc1ccco1)c1ccccc1	-1	-26	-8	1.5	-10	0.5	-15	11	23
O=C1Nc2ccccc2C1=Nc1ccc(Cl)cc1	-3	-26	0	x	x	x	x	21	4
CCOC(=O)C1CCC/C1=N\NC(=O)CN(c1cc(OC)ccc1OC)S(=O)(=O)c1ccccc1 (configuration not stated)	3	1	-8	-0.3	-9	0.3	-9	2	3
Cc1ccc(C(=O)Nc2ccc(F)cc2F)o1	8	-4	-2	0.8	-13	0.5	0	2	0
O=C(Nc1ccccc1)c1ccccc1NS(=O)(=O)c1ccc(Cl)s1	2	18	4	10	-13	11	28*	-4	2
Cc1ccc(C)c(SCC(=O)NC2CCS(=O)(=O)C2)c1 (configuration not stated)	-10	-8	-2	x	x	x	x	8	0
Cn1nc(-c2ccc(Cl)cc2)c2cc(C(=O)N3CCN(c4ccccc4)CC3)sc21	-5	-3	-2	1.0	1	0.1	-17	0	-1
O=C(NCCCN1CCOCC1)C(C(=O)c1ccccc1)n1ccccc1=O (configuration not stated)	29	-7	-6	0.8	1	0.7	2	7	3
COc1cccc(C(=O)NCCS(=O)(=O)NCc2ccc3c(c2)OCO3)c1	-2	-9	-7	-0.5	1	-0.5	-19	11	4
COc1cc(C(=O)Nc2cc(S(=O)(=O)N3CCOCC3)ccc2N2CCN(C)CC2)cc(OC)c1OC	-27	-11	-1	x	x	x	x	14	-1
CN1CCN(CCCNC(=O)c2ccc(CSCc3cccc(Cl)c3)o2)CC1	-14	x	x	0.7	-13	-0.7	-2	x	11
COc1cc2c(C(=O)Nc3ccccc3F)cn(C)c(=O)c2cc1OC	-7	-9	-1	0.9	-2	1.0	-13	6	1
Cc1[nH]c2ccccc2c1C(=O)COC(=O)C(C)C	5	-7	-3	0.8	-4	0.9	-8	2	0
CN=C(Nc1cccnc1)c1cccc(C(F)(F)F)c1	-4	-8	-6	0.4	-5	-0.3	3	6	2
CCN(CC)S(=O)(=O)c1ccc(S(=O)(=O)N2CCCC2C(=O)O)cc1 (configuration not stated)	1	1	-3	0.6	-8	-0.1	1	0	7
NC(=O)CC[C@H](NC(=O)c1ccc(F)cc1)C(=O)OCC(=O)Nc1c(F)c(F)c(F)c(F)c1F	0	5	-2	0.4	-2	-0.2	-5	4	2
COc1ccc(-c2nn(C)c(=O)c3ccccc23)cc1CNC(=O)c1ccco1	2	-29	-7	-1.8	4	-0.5	-33	-2	-1
COCCn1c(Cc2ccccc2)nnc1SCC(=O)Nc1oc(C)c2c(C)n[nH]c(=O)c12	-3	-2	-2	0.3	6	0.9	-10	7	1
O=C1NC(=O)C2(Br)Nc3ccc(Br)cc3C(=O)C2N1 (configuration not stated)	-17	-3	3	x	x	x	x	15	0
COc1ccc(OCCN2CCC(C(=O)NC(C)c3cccc4ccccc34)CC2)cc1 (configuration not stated)	-2	-3	-4	x	x	x	x	2	6
O=C(N=C1c2ccccc2CN1c1ccccc1)c1cccc([N+](=O)[O-])c1	-11	-4	-12	-2.1	-7	-0.4	-13	7	2
C[C@H](CO)N1C[C@H](C)[C@@H](CN(C)Cc2ccc(Cl)c(Cl)c2)Oc2c(NC(=O)c3ccncc3)cccc2C1=O	1	-16	-7	-0.6	-7	0.3	-36	2	19
C=C(C)C(=O)Nc1cccc(C2=NOC3(C2)C[C@H](C(N)=O)N(C(=O)CC#N)C3)c1 (some centres not stated)	x	x	x	0.8	4	0.8	-3	x	x

Reprinted at random: 3 entries already listed.
SMILES	TAAR1 antag	CHRM1 antagonist	M1 ag	OXTR agonist	OXTR potentiator	V1R ag counter	CHO parental Ca	M1 PAM	TAAR1 ag
COc1ccc(C(C(=O)NC(C)(C)C)N(C(=O)CCC(=O)Nc2cc(C)on2)c2cc(C)cc(C)c2)cc1 (configuration not stated)	-6	-3	-4	-2.0	-8	0.3	-25	2	2
COC(=O)[C@]12C(=O)C(C)=C(O)[C@@]1(C)C(C)=CC1[C@@]34CC[C@@H](OC(C)=O)C(C)(C)C3C(C[C@]12C)OC4=O (some centres not stated)	-6	-19	0	1.2	-2	0.0	-14	12	1
O=C1Nc2ccccc2C1=Nc1ccc(Cl)cc1	-3	-26	0	x	x	x	x	21	4

Compound activity (PubChem)
